From PubChem BioAssay
Mtb RmlCD inh: M. tuberculosis RmlC/RmlD inhibition | RmlC+RmlD coupled enzyme assay, percent inhibition; primary screen in compound mixtures | AID 1533 | inhibition, % at 3.6 µM | 160,000 tested, 0.03% active; in the data active = inhibition mostly above about 34%, no sharp cut-off; inconclusive = no clear call, values can overlap the other calls; inactive = mostly below about 22%; note: some results filed as inactive read as strong as hits
Target sequence (P9WH09 whole entry, looked up): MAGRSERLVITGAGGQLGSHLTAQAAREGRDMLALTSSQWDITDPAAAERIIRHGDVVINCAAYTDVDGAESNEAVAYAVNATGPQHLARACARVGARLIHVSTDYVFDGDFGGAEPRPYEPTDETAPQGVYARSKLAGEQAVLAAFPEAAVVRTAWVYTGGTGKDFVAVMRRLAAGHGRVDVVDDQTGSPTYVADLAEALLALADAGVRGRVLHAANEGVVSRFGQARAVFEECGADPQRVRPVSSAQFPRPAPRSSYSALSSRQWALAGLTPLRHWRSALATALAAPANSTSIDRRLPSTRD
Target sequence (P9WH11 whole entry, looked up): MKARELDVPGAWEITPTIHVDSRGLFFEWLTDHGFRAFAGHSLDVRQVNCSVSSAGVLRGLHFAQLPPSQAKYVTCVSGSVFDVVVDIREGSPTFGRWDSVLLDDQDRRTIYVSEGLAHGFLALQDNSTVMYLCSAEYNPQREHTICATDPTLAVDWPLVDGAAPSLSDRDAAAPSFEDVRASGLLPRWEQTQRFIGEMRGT
M. tuberculosis GlmU: inhibition of mycobacterial GlmU enzyme – biochemical, glucosamine-1-phosphate acetyltransferase (AID 1376). M. tuberculosis GlmU acetyltransferase enzyme assay; higher % means a stronger effect. inhibition, %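 (tested at 30 µM in the primary screen)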, or IC50 in µM where a hit was titrated. 220,000 tested, 0.25% active; in the data active = inhibition above about 13%; inconclusive = no clear call, values can overlap the other calls;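 note: 0% = complete reaction with vehicle and 100% = reaction without substrate; strong numbers were not always called active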
* = called active by the depositor; ? = inconclusive; / = not tested or not shown; & = joins results of further samples. An excerpt (hit frequency here may not be typical).

mol	M. tuberculosis GlmU	Mtb RmlCD inh
COc1cc(C(=O)OCC(=O)c2c[nH]c3ccccc23)ccc1OCC(=O)N1CCOCC1	-4.2%	6
Cc1ccccc1Cc1n[nH]c(=S)n1N	16%	/
Cc1ccc(-n2[nH]c(C)c(/C=N/c3ccccn3)c2=O)cc1	-2.9%	9
Cc1[nH]c2ccccc2c1-c1csc(NC(=O)CN2CCOCC2)n1	2.3%	9
O=C(COC(=O)C1(c2ccc(Cl)cc2)CCCC1)NCc1ccco1	-1.1%	-16
CN(C)c1ccc(NC(=O)CN2CCC(C(=O)c3ccc(F)cc3)CC2)cc1	-3.9%	/
Cc1cccc(-n2c(-c3cccc([N+](=O)[O-])c3)nc3nc4ccccc4nc32)c1	6.4%	-5
COc1ccc(N/C=C/C(=O)C(F)(F)F)cc1	1.9%	/
O=C(CSc1nc2ccccc2c(=O)n1NC(=O)Cc1ccccc1)NCCc1ccccc1	0.5%	/
O=C(O)c1ccc(COc2ccc3ccccc3c2)o1	2.0%	-13
CN(C(=S)NCCN1CCOCC1)C(c1ccccc1)c1ccccc1	-1.3%	9
Cc1ccc2cc(CN(C(=O)c3cccnc3)C(C)C)c(=O)[nH]c2c1	1.6%	?
CC(C)Oc1ccccc1C1CC(=O)Nc2cc3c(cc21)OCO3 (stereo unspecified)	2.9%	/
CC(=Nc1ccc(C)cc1C)c1sc2ccccc2c1O	-2.2%	11
CC12C(=O)N(c3nccs3)C(=O)C1C1C=CC2C1 (stereo unspecified)	3.9%	7
CC(C)(C)n1ncc2c(=O)n(CC(=O)NCc3ccc(F)cc3)cnc21	-7.5%	28
O=C(NC1CC2CCCC(C1)N2CC(=O)N1CCCc2ccccc21)C1CCCCC1 (stereo unspecified)	1.1%	-3
O=C(Nc1ccc2c(c1)OCO2)C1CC(c2ccc(Cl)cc2)=NO1 (stereo unspecified)	6.1%	20
C=CCn1cc(/C=C2\SC(N3CCOCC3)=NC2=O)c2ccccc21	-2.1%	/
NC(=O)C[n+]1cccc2ccccc21	-0.4%	/
CCOCCCNC(=O)/C=C1\Sc2ccccc2N(Cc2ccccc2F)C1=O	1.3%	4
C[C@@H]1CC[C@H]2C(=O)N3[C@@H](CC[C@@H](C)[C@@H]3c3ccc(Br)cc3)C(=O)N2[C@H]1c1ccc(Br)cc1	4.7%	/
O=C(COC(=O)c1ccc(Br)o1)Nc1nc2ccccc2s1	2.7%	-14
COc1ccc(C(C)=O)cc1COC(=O)c1ccc2c(c1)OCO2	-2.0%	-11
CC(C)(C)NC(=O)CN(C(=O)Cn1nnc(-c2ccccc2F)n1)c1cccc2c1CCCC2	10%	49
COc1ccc(CC(=O)NC(C)c2nnc(SCc3nc4ccccc4c(=O)[nH]3)n2C)cc1 (stereo unspecified)	2.8%	33
O=S(N1CCc2ccccc21)C12CC3CC(CC(C3)C1)C2 (stereo unspecified)	-2.1%	8
S=c1[nH]nc(C2COc3ccccc3O2)o1 (stereo unspecified)	-2.8%	/
Cc1[nH]n(-c2ccccc2)c(=O)c1C=Nc1cnc2ccccc2c1	2.5%	/
Cc1ccc(S(=O)(=O)N2CCOCC2)cc1C(=O)O	0.0%	7
CCN(CC)S(=O)(=O)c1ccc(NC(=O)COC(=O)c2cc(S(=O)(=O)Nc3ccc(OC)cc3)ccc2O)cc1	1.6%	3
N#CCCN1CCN(C2=NC(=O)/C(=C\c3cccs3)S2)CC1	6.8%	2
CC1=C(C(=O)Nc2ccccc2C)C(c2ccc(C)o2)NC(=S)N1 (stereo unspecified)	0.2%	14
O=C(c1ccncc1)N1c2ccccc2Sc2ccccc21	-2.0%	3
Cc1ccccc1NC(=O)CCN1C(=O)CSC1=O	-8.1%	/
COc1ccc(NC(=O)CN(c2ccc([N+](=O)[O-])cc2)S(=O)(=O)c2ccccc2)cc1	5.4%	5
CC(C)(C)n1cc(S(=O)(=O)c2ccccc2)[nH]c1=O	-0.4%	/
CCOC(=O)c1c(C)[nH]c(C(=O)OCC(=O)Nc2cc(Cl)ccc2OC)c1C	1.4%	8
CCOC(=O)c1ccc(N2CN(CCc3ccccc3)CNC2=S)cc1	-1.4%	/
COc1ccc(C2CC(c3ccc(F)cc3)n3nc(NC(=O)c4ccco4)nc3N2)cc1 (stereo unspecified)	-5.3%	/
CCOC(=O)c1cc(-c2ccccc2)n(CCC(=O)N2CCN(c3ccccn3)CC2)c1C	2.0%	-11
CC(C)CN(C(=O)CN1CCN(S(=O)(=O)c2ccccc2)CC1)c1c(N)n(CC(C)C)c(=O)[nH]c1=O	-6.8%	33
Cc1ccc(C(=O)Nc2cc(=O)n(C)c(=O)n2C)o1	3.6%	/
CN(C)CCN(C(=O)c1cc(Cl)sc1Cl)c1nc2ccc(F)cc2s1	-2.0%	5
CCOC(=O)c1ccc(NC(=O)CCC(=O)OC)cc1	-3.0%	/
Cc1cc(NC(=O)/C=C/c2ccccc2)c(C(C)C)cc1O	-2.2%	0
Cc1cc(C(=O)NN=C2CCCCC2)c2ccccc2n1	-0.2%	-6
Cc1ccc(S(=O)(=O)N2CCC(=O)N(C(COCc3ccccc3)Cc3ccccc3)CC2)cc1 (stereo unspecified)	-3.7%	/
Cn1cc(/C=N/NC(=O)c2cccc([N+](=O)[O-])c2)c2ccccc21	0.0%	10
CCCC[N+]12CCC(CC1)C(C(O)(c1ccccc1)c1ccccc1)C2 (stereo unspecified)	1.1%	8
N#CCCn1ncn(-c2ccccc2)c1=S	-5.3%	-5
COc1ccc(-c2cc(C(F)(F)F)nc(SCCC(=O)Nc3cc(C)on3)n2)cc1	-3.2%	5
O=C1CCC(=O)N1CN(C(=O)c1ccco1)c1ccc(Cl)c(Cl)c1	-1.3%	4
O=C(CSc1ccsc1[N+](=O)[O-])N1CCN(c2ccc(Cl)cc2)CC1	1.3%	-7
COc1ccccc1OCC(O)Cn1nc(C)cc1C (stereo unspecified)	1.2%	1
COc1ccc(CCn2c(C3CCCCC3)nc3c(c(=O)c4ccccc4n3C)c2=O)cc1OC	-1.6%	17
O=C(NNC(=O)C1CC1c1ccccc1)c1cccc([N+](=O)[O-])c1 (stereo unspecified)	-2.2%	6
COc1ccc(C2NC(=O)c3ccccc3O2)cc1OC (stereo unspecified)	0.7%	/
O=C(CSc1ccc(-c2ccccn2)nn1)c1ccc(F)cc1	1.1%	6
COc1cc(/C=C(/C#N)C(=O)NCCc2c[nH]c3ccccc23)ccc1OCc1ccccc1F	1.4%	/

Single entries from the results shown.
Result of `O=C(CSc1ccc(-c2ccccn2)nn1)c1ccc(F)cc1` in Mtb RmlCD inh: 6
Result of `CCOC(=O)c1cc(-c2ccccc2)n(CCC(=O)N2CCN(c3ccccn3)CC2)c1C` in Mtb RmlCD inh: -11

Single records (already shown). Screens in order: M. tuberculosis GlmU	Mtb RmlCD inh
`CCOCCCNC(=O)/C=C1\Sc2ccccc2N(Cc2ccccc2F)C1=O` in the list: 1.3%	4
`CCCC[N+]12CCC(CC1)C(C(O)(c1ccccc1)c1ccccc1)C2` (stereo unspecified) in the list: 1.1%	8
`CCOC(=O)c1ccc(NC(=O)CCC(=O)OC)cc1` in the list: -3.0%	/
`O=C(CSc1ccsc1[N+](=O)[O-])N1CCN(c2ccc(Cl)cc2)CC1` in the list: 1.3%	-7
`C=CCn1cc(/C=C2\SC(N3CCOCC3)=NC2=O)c2ccccc21` in the list: -2.1%	/

Remaining list, next part:
mol	M. tuberculosis GlmU	Mtb RmlCD inh
O=C(CNC1=NCCC1)c1ccc(Cl)cc1	3.4%	8
CC(C)Oc1ccc(Cn2c(=O)sc3ccccc32)cc1	0.5%	14
O=C(NCc1ccc2c(c1)OCO2)c1ccncc1	0.0%	9
C/C(N)=C(/C#N)C(=O)COC(=O)CCCNC(=O)c1ccc(Cl)cc1	-2.6%	3
CC(=O)c1cccc(NC(=O)C2CCN(S(=O)(=O)c3ccc(F)cc3)CC2)c1	1.2%	/
O=C(c1ccco1)N1CCN(CCCCOc2ccc(F)cc2)CC1	1.2%	/
Oc1ccc(CNc2ccccc2F)c2cccnc12	-0.8%	-6
COCCCNS(=O)(=O)c1ccc(S(=O)(=O)N2CCCC2)cc1	-9.2%	-3
CC(=O)NC1=C(N(C)C2CCS(=O)(=O)C2)C(=O)c2ccccc2C1=O (stereo unspecified)	2.8%	?
O=C(NCCCCc1ccccc1)C1CC(c2ccc(C(F)(F)F)cc2)=NO1 (stereo unspecified)	3.5%	/
CCOC(=O)c1c(C)[nH]c(C(=O)COC(=O)C2(C)CC2(Cl)Cl)c1C (stereo unspecified)	1.0%	1
Cc1nnc(NC(=O)CSc2n[nH]c(-c3ccccc3)n2)s1	1.7%	/
CCCN(C(=O)Cc1nc(N)n[nH]1)C1(C(=O)Nc2c(C)cccc2C)CCCCC1	1.9%	/
O=C(CSc1nc2ccccc2s1)Nc1cc(S(=O)(=O)N2CCOCC2)ccc1Cl	4.5%	2
CCOC(=O)CCSc1nc2c(c(C(F)(F)F)c1C#N)CCC2	5.1%	/
CCN(CC)C(=O)c1cc([N+](=O)[O-])cc2c1-c1ccc([N+](=O)[O-])cc1C2=C(C#N)C#N	1.3%	-17
O=C1C2C3C=CC(CC3)C2C(=O)N1c1ccc2c(c1)OCO2 (stereo unspecified)	-2.4%	/
NC(=O)c1c(N)sc2c1CCCC2	-1.8%	14
C=CCN(c1ccc(C(=O)Nc2cc(C)cc(C)c2)cc1)S(C)(=O)=O	2.5%	-13
CC(Sc1nc(N2CCOCC2)nc(N2CCOCC2)n1)C(=O)Nc1ccccc1 (stereo unspecified)	2.4%	3
O=C(Nc1ccc(N2CCCCC2)cc1)c1ccc(F)cc1	0.3%	-1
O=[N+]([O-])c1cccc(/C([O-])=C(/C(=S)Nc2cccc3ccccc23)[n+]2ccccc2)c1	1.6%	21
Cc1ccc(-n2[nH]c(C)c(C=Nc3ccc(S(=O)(=O)Nc4nccs4)cc3)c2=O)cc1C	7.2%	12
COc1ccc(-c2csc(-c3[nH]cnc3N)n2)cc1	6.4%	5
CC1CCCN(c2ccc(F)cc2N)C1 (stereo unspecified)	/	-9
CCOC(=O)c1c(C)oc2c1c(C(c1ccncc1)N1CCOCC1)c(O)c1ccccc12 (stereo unspecified)	8.2%&2.1%	1
CC(C)C(NC(N)=O)C(=O)NC1CCCCC1 (stereo unspecified)	-1.3%	-4
O=C(O)c1cn(Cc2cccnc2)c(=O)c2ccccc12	-1.4%	-7
O=C(Nc1nnc(SCc2ccccc2)s1)c1cc2c(s1)CCCC2	0.4%	-11
CCOc1ccccc1OCC(=O)O	-2.5%	-1
O=S(=O)(/N=C(/NS(=O)(=O)c1ccccc1)c1ccccc1)c1ccccc1	8.8%	47
CCCCNC(=S)NCc1ccc2[nH]c(C)cc2c1	-10%	/
CC(C)(C)c1nc2ccccc2c2nnc(SCC(=O)Nc3nc4ccccc4s3)n12	-1.7%	19
O=C(O)CCc1ccc(-c2ccc(Cl)cc2)o1	0.1%	-7
COC(=O)C1=C(N)c2ccccc2C1(C#N)c1ccccc1 (stereo unspecified)	-1.2%	/
COc1ccc(NC(=O)c2ccc(COCC(F)(F)C(F)F)cc2)cc1	0.3%	-1
COc1ccc(OCc2n[nH]c(=S)n2N)cc1	12%	-14
CC1=CC2=NC(=O)CC(C)(C(=O)N(CC(=O)NC(C)C)C3CCCC3)N2C=C1 (stereo unspecified)	8.6%	15
C=CCN(CC=C)S(=O)(=O)c1ccc2nc(NC(=O)C3CCCO3)sc2c1 (stereo unspecified)	2.7%	-7
CC(Sc1nc(-c2ccccc2)cs1)C(=O)Nc1ccc(Cl)cn1 (stereo unspecified)	-0.2%	-4
O=C1CCC2CCCCC2(O)O1 (stereo unspecified)	0.6%	103
Clc1ccc(-n2nnc(-c3cccnc3Cl)n2)cn1	7.4%	/
Cc1ccc(OCc2nc(C#N)c(N3CCCCC3)o2)cc1	-5.3%	-5
CCCCOC(=O)CSc1nnc(-c2ccc(Cl)cc2Cl)o1	-0.8%	/
CCOC(=O)NC(Nc1sc2c(c1C(N)=O)CCCC2)(C(=O)OCC)C(F)(F)F (stereo unspecified)	4.2%	/
O=C(NCc1ccc(F)cc1)C1CC(=O)N(CCc2ccccc2)C1 (stereo unspecified)	-1.0%	-3
O=C1c2ccccc2S(=O)(=O)c2cc(C(=O)N(c3ccccn3)c3ccccn3)ccc21	1.0%	22
CC1SC(C)C(=O)N(CC(=O)NC2CCCCC2)C1=O (stereo unspecified)	-0.6%	/
CC(=O)NS(=O)(=O)c1ccc(NC(=O)CSc2ccc(C)cc2)cc1	5.1%	-7
CSc1nsc(SC)c1C(=O)NCCNS(=O)(=O)c1ccc(C)cc1	0.4%	8

Quoted at random: 2 records from the list.
mol	M. tuberculosis GlmU	Mtb RmlCD inh
COc1ccc(C(C)=O)cc1COC(=O)c1ccc2c(c1)OCO2	-2.0%	-11
C=CCn1cc(/C=C2\SC(N3CCOCC3)=NC2=O)c2ccccc21	-2.1%	/
